BRCA1 expr act: activators of BRCA1 expression. MCF7-BRCA1-FFLuc reporter, luminescence, 48 h; response scale: scaled: vehicle 0%, 10 µM genistein 100%. Potency, µM (highest dose often 46.1 µM), without a hit: at the top dose activation, usual class: activators. 380,000 compounds, 1.1% hits. AID 624202; further: potency means the concentration at half of the fitted maximal effect; nearly all actives have a fitted effect of over 80% in size; some results filed as inactive show a strong effect at the top dose
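Luminescence from a BRCA1-driven firefly luciferase in MCF7 cells was the read-out, taken 15 min after substrate addition following 48 h compound exposure at 37 °C. Data were normalized to a 10 microM genistein control and DMSO vehicle.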
RORg inh: blocks mouse ROR gamma transcriptional activity. P51450. Drosophila S2 Gal4-RORgamma UAS-luciferase reporter, 20 h. Potency, µM (series often up to 53.6 µM), for the others: top-dose activity change, negative = inhibition, actives largely listed as inhibitors. 310,000 compounds, 5.4% hits. AID 2551; further: potency means the concentration at half of the fitted maximal effect; on the % scale 0 is the no-effect control and ±100 the full control effect; nearly all actives have a fitted effect of over 60% in size
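In this cell-based reporter format, copper sulfate (700 uM final) drives Gal4–ROR gamma fusion expression from a metallothionein promoter in Drosophila Schneider cells; compounds preincubated 1 hr, reporter read after 20 hr at ambient temperature.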
TRPV1 ag: human TRPV1 agonism; 320,000 compounds, 0.19% hits; TRPV1-expressing cells, Fluo-8 calcium influx, agonist mode; Q8NER1; activation, % at 8.33 µM; AID 540275; in the data active means activation above about 80%; inconclusive means between about 30% and that limit; further: 0% is about no effect
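TRPV1-expressing cells were cultured overnight at 35.5C and loaded with Fluo-8 calcium dye for 40 to 90 min at room temperature. After a 10 s baseline, compound was added and calcium influx was read kinetically for 3 min (ex 480/em 520 nm).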
ELG1 genotox: induces genotoxicity in HEK293T cells with luciferase-tagged ELG1; HEK293T ELG1-luciferase reporter, luminescence, 16 h; Potency, µM (top dose mostly 46 µM), inactives show at the highest dose activity change, positive = activation, actives largely listed as activators; 330,000 compounds, 1.3% hits; AID 504466; further: potency means the concentration at half of the fitted maximal effect; % of control where 0% means no effect; nearly all actives have a fitted effect of over 60% in size
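Reporter readout depends on ELG1 protein level, which increases with genetic stress. After 16 hr compound exposure at 37 °C, luciferase activity was quantified using ONE-Glo.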
Rab9 prom act: activates the Rab9 promoter; AID 485297; 320,000 compounds, 2.8% hits; Potency, µM (highest dose often 9.22 µM), for inactives: at the highest dose activation, negative = inhibition, actives largely listed as activators; Huh7 Rab9 promoter-luciferase reporter, luminescence, 24 h; further: potency means the concentration at half of the fitted maximal effect; % of control where 0% means no effect; nearly all actives have a fitted effect of over 60% in size
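Cell-based reporter: Huh7 stable for Rab9 promoter-driven luciferase, plated in reduced-serum medium with 10% FBS at 1500 cells/well, compound-treated 24 h at 37 °C, luminescence read after 10 min reagent.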
Tb PFK inh: T. brucei PFK enzyme inhibition | Potency, µM (doses to about 57.5 µM), for the others: top-dose activity, negative = inhibition, hits mostly inhibitors | 330,000 compounds, 0.17% hits | T. brucei PFK, ADP-Glo luminescence;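 further: potency means the concentration at half of the fitted maximal effect; 0% = uninhibited 1x PFK enzyme wells and -100% = no-enzyme wells; nearly all actives have a fitted effect of over 60% in size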
Target sequence (O15648 whole entry, looked up): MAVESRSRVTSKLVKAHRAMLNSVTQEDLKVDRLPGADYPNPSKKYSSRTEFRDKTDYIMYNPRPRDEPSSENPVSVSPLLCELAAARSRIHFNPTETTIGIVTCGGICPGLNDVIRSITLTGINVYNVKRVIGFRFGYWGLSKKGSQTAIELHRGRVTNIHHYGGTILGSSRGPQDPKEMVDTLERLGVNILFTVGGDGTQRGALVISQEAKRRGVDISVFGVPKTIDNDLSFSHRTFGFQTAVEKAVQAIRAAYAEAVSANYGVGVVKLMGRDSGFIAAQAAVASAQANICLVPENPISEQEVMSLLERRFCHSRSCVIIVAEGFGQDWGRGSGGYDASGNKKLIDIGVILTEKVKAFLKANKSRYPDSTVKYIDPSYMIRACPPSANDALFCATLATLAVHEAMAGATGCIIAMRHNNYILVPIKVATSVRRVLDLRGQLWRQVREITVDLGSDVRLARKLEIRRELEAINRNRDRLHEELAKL
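1.25 nM PFK with 0.5 mM F6P and 0.1 mM ATP in 0.1 M TEA pH 8.0, 5 mM MgCl2, incubated 45 min at room temperature; ADP measured by ADP-Glo luminescence; compounds titrated up to 57 uM.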
NPC1 prom act: activates the NPC1 promoter | Huh7 NPC1 promoter luciferase reporter, 24 h | Potency, µM (top dose mostly 9.22 µM), for the others: top-dose activation, actives largely listed as activators | 320,000 compounds, 2.4% hits;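 further: potency means the concentration at half of the fitted maximal effect; % of control where 0% means no effect; nearly all actives have a fitted effect of over 60% in size; reporter is driven by a mutant NPC1 promoter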
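Stably transfected Huh7 (NPC1 promoter→luciferase), 1500 cells/well in Opti-MEM + 10% FBS, 2 h settle, then compound 24 h at 37 °C. Luminescence after 10 min with Amplite reagent.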
Gal4-VP16 FLuc: counter-screen for ROR gamma inhibitors: Gal4-VP16 reporter. Drosophila S2 Gal4-VP16 UAS-luciferase, luminescence, 20 h. Potency, µM (series often up to 53.6 µM), for inactives: at the highest dose activity, negative = inhibition, most hits filed as inhibitors. 310,000 compounds, 3.5% hits;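 further: Gal4-VP16 expression switched on by copper sulfate through the metallothionein promoter; potency means the concentration at half of the fitted maximal effect; on the % scale 0 is the no-effect control and ±100 the full control effect; nearly all actives have a fitted effect of over 50% in size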
ELG1 repair inh: inhibitors of ELG1-dependent DNA repair in HEK293T cells; HEK293T ELG1-luciferase reporter, luminescence, 16 h; DNA damage induced by 5-fluorouridine; AID 504467; 330,000 compounds, 2.3% hits; Potency, µM (doses to about 46.1 µM), without a hit: at the highest dose activity change, negative = inhibition, hits mostly inhibitors; further: potency means the concentration at half of the fitted maximal effect; on the % scale 0 is the no-effect control and ±100 the full control effect; nearly all actives have a fitted effect of over 55% in size
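Step one: seed 2,000 cells per well. Step two: pin-transfer compound or DMSO alongside 5-fluorouridine. Step three: incubate 16 hr, 37 °C, 5% CO2. Step four: add ONE-Glo, wait 30 min, read luminescence.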
p53 reactivation: re-activators of mutant p53 | 320,000 compounds, 0.063% hits | Potency, µM (top dose mostly 92.2 µM), for inactives: at the top dose activity change, positive = activation, most hits filed as activators | H1299 p53-A138V BP100-luciferase reporter, luminescence, 24 h; further: potency means the concentration at half of the fitted maximal effect; % of control where 0% means no effect; nearly all actives have a fitted effect of over 45% in size
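H1299 (p53-null), stable ts p53-A138V + BP100-Luc; 1000 cells/well, Opti-MEM/10% FBS; cpd 4 pt, 1:5; 24 h, 37 deg C, 5% CO2; detection reagent 10 min RT; luminescence.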
FLuc counter: counter-screen for miR-21 project: firefly luciferase inhibitors or activators; P08659; purified FLuc, Km substrates, luminescence inhibition; Potency, µM (titrated, usually from 57.5 µM), without a hit: at the top dose activity change, negative = inhibition, most hits filed as inhibitors; 360,000 compounds, 6.9% hits; AID 588342;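 further: potency means the concentration at half of the fitted maximal effect; plate controls were vehicle for no effect and reference inhibitor for full effect; nearly all actives have a fitted effect of over 55% in size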
Target sequence (P08659 whole entry, looked up): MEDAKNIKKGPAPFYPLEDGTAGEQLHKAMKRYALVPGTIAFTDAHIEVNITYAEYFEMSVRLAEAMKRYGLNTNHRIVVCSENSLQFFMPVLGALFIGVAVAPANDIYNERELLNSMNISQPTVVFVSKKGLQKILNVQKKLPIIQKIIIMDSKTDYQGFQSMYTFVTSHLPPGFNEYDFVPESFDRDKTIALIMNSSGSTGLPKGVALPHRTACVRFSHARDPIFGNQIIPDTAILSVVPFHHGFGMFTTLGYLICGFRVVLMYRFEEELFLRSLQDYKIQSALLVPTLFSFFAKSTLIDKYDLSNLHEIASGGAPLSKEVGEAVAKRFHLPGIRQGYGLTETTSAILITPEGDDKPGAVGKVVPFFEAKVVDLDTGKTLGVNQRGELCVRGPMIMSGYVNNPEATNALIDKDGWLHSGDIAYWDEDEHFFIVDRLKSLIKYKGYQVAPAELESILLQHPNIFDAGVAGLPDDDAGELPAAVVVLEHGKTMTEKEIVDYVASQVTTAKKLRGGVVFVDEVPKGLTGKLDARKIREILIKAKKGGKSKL
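Purified P. pyralis luciferase (10nM final) with 10uM D-luciferin and 10uM ATP (Km levels) in 50mM Tris acetate pH 7.5, 10mM Mg acetate, 0.01% Tween-20, 0.05% BSA; qHTS 6-point titration, ~60 µM downward; luminescence read.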
An asterisk follows results filed as active; ? = inconclusive; . = no result given; & = joins results of further samples; [ ] = remark or other dose. Unless noted, the call rests on the fitted dose curve; in most records, active means well fitted curve in the direction sought with a large enough effect; inconclusive means small, poorly fitted or top-dose-only effect, or another doubt; inactive means no such curve, though single readings can be large; an effect the other way counts as inactive or inconclusive.

1) O=C(CNC(=O)c1ccco1)NCC(=O)OCc1ccccc1Cl
2) COc1cc(/C=C/C(=O)O)ccc1OCc1cnc(Cl)s1
3) CCn1ccnc1C(O)c1cccc2ccccc12 (centres undefined)
4) Nc1ccccc1C#CC(=O)c1ccccc1
5) O=C(/C=C/c1ccccc1)Nc1ccc(Cl)cn1
6) CC(NC(=O)C1CCCN1S(=O)(=O)c1cccc2cccnc12)c1ccccc1 (centres undefined)
7) CCn1nnc(C(=O)O)c1C(=O)O
8) O=C(O)c1ccc(-c2ccc(/C=N/Nc3ccc([N+](=O)[O-])cc3)o2)cc1
compound no.	1	2	3	4	5	6	7	8
BRCA1 expr act	-19%	5%	-3%	-103%[inhibitor]	3.5µM*	-4%	1%	79%
RORg inh	6%	22%	?	7.1µM*	8%	-12%	8%	24%
TRPV1 ag	1	-1	-6	11	0	-1	1	?
ELG1 genotox	-1%	6%	-1%	-1%	?	-3%	0%	0%
Rab9 prom act	12%	1%	3%	-2%	?	-4%	2%	22%
Tb PFK inh	0%	2%	-6%	-1%	0%	0%	2%	-2%
NPC1 prom act	-2%	2%	-1%	0%	?	-1%	-36%[inhibitor]	23%
Gal4-VP16 FLuc	2%	-1%	-6%	7.1µM*	-12%	2%	-7%	1%
ELG1 repair inh	18%	15%	1%	-1%	?	-14%	13%	18%
p53 reactivation	6%	4%	4%	-14%	3%	-3%	16%	3%
FLuc counter	3%	-11%	2%	6µM*	2.7µM*	0%	-1%	17µM*

9) CC1Cc2ccccc2N1C(=O)CSc1ncc(-c2ccc(F)cc2)n1C (centres undefined)
10) Cc1cnc(C(=O)Nc2ccccc2-c2ccc(C)o2)cn1
11) CC(C)c1nnc(NC(=O)CCCC(=O)O)s1
12) CCCCNCC(=O)Nc1ccc(NC(=O)CNCCCC)cc1
13) CCOC(=O)c1cc(-c2ccccc2)n(CC(=O)O)c1C
14) COC(=O)c1cn(C(=O)c2ccc(Br)o2)c2ccccc12
15) O=C(O)c1cc([N+](=O)[O-])ccc1C(=O)Nc1cccc([N+](=O)[O-])c1
16) O=c1c(O)c(-c2cc(O)c(O)c(O)c2)oc2cc(O)cc(O)c12
compound no.	9	10	11	12	13	14	15	16
BRCA1 expr act	?	-65%	11%	0%	-15%	0%	18%	-10%&-1%&0%&-6%
RORg inh	-11%[10 µM]	7.1µM*	-5%	-4%	?	38%	9%	-2%
TRPV1 ag	28	1	-1	0	-2	-2	5	-1
ELG1 genotox	?	-24%	7%	2%	-5%	3%	1%	-8%
Rab9 prom act	1.1µM*	-8%	3%	5%	0%	-5%	-4%	-8%[46.1 µM]
Tb PFK inh	0%	6%	4%	-1%	-2%	-4%	-14%	8.5µM*
NPC1 prom act	3.5µM*	14%	-2%	-2%	-1%	-5%	-2%	1%[46.1 µM]
Gal4-VP16 FLuc	3%	?	4%	3%	-2%	1%	-6%	-1%
ELG1 repair inh	?	?	2%	2%	0%	3%	?	13%
p53 reactivation	?	8%	-2%	-1%	3%	-1%	.	-4%
FLuc counter	1.9µM*	-4%	-1%	0%	-2%	0%	-2%	?

17) COc1ccc(N2CCN(S(=O)(=O)c3c(C)n(C)c(=O)n(C)c3=O)CC2)cc1
18) COc1ccc(-c2nc(C)sc2CC(=O)O)cc1
19) Cc1cccc(NC(=O)CCc2ccccc2)c1
20) Cc1ccsc1C(=O)N1CCCC(CCC(=O)NCc2ccccc2F)C1 (centres undefined)
21) CC(=O)NCCC(=O)Nc1nc(-c2ccccc2Cl)cs1
22) Brc1cccc(Nc2nc(-c3cccnc3)cs2)c1
23) CCCCN(C)CCNC(=O)c1cc(-c2cccnc2)nc2ccc(S(=O)(=O)N3CCC(C)CC3)cc12
24) COCCNc1nc(SCC(=O)N2CCN(c3ccccc3)CC2)nc2ccccc12
compound no.	17	18	19	20	21	22	23	24
BRCA1 expr act	-9%	19%	18%	3%	10%	-19%	-17%	-39%
RORg inh	-13%	?	6%	4%	39%	1%[1.91 µM]	4%	?
TRPV1 ag	3	0	?	23	13	-1	2	21
ELG1 genotox	1%	4%	7%	-1%	16%	?	?	-2%
Rab9 prom act	0%	-2%	29%	1%	17%	21%	-5%	-8%
Tb PFK inh	-1%	-3%	-2%	4%	-1%	-6%	-2%	0%
NPC1 prom act	-2%	-1%	11%	1%	5%	?	0%	0%
Gal4-VP16 FLuc	0%	-11%	-11%	1%	10%	-13%	-1%	-3%
ELG1 repair inh	-8%	-2%	?	3%	?	?	-8%	?
p53 reactivation	2%	2%	7%	5%	-1%	15%	6%	-9%
FLuc counter	2%	2%	?	-12%	-12%	9.5µM*	1%&3%	5%

25) CCOC(=O)N1CCN(C(=O)c2ccc(CS(=O)c3ccccc3)o2)CC1 (centres undefined)
26) COc1ccccc1N(C(=O)c1ccco1)C(C(=O)NC1CCCC1)c1ccncc1 (centres undefined)
27) Cc1ccc(N(C(=O)Cn2nnc3ccccc32)C(C(=O)NC2CCCCC2)c2cn(C)nc2C)cc1 (centres undefined)
28) COc1cc(OC)c(NC(=O)[C@@H]2CCC(=O)N2C2OC(=O)c3c2ccc(OC)c3OC)cc1Cl (some centres undefined)
29) CC(=O)Nc1c2c(nn1-c1ccccc1C)CS(=O)(=O)C2
30) O=C1Nc2c(c(=O)[nH]c(=O)n2-c2ccccc2)C(C(F)(F)F)(C(F)(F)F)N1
31) CNC(=O)c1ccc(NC(=O)CC23CC4CC(CC(C4)C2)C3)cc1
32) CS(=O)(=O)n1nc(OC(=O)c2cccc3ccccc23)cc1N
compound no.	25	26	27	28	29	30	31	32
BRCA1 expr act	12%	-2%	8%	-10%	-20%	-3%	-24%	-23%
RORg inh	-11%	14%	11%	28%	10%	-6%	25%	1%
TRPV1 ag	-2	-1	4	-1	-6	1	-1	1
ELG1 genotox	0%	-6%	9%	2%	2%	8%	-5%	5%
Rab9 prom act	-2%	-5%	-4%	-2%	-3%	1%	-4%	27%
Tb PFK inh	1%	0%	5%	-5%	11%	1%	-16%	1%
NPC1 prom act	-1%	-8%	1%	1%	0%	1%	16%	7%
Gal4-VP16 FLuc	0%	3%	13%	-1%	0%	9%	-13%	-26%
ELG1 repair inh	2%	-6%	?	16%	2%	5%	9.2µM*	14%
p53 reactivation	7%	-4%	0%	.	1%	20%	0%	?
FLuc counter	-1%	1%	3%	1%	-2%	4%	-1%	17µM*

Reprinted at random: three compounds from above
3) CCn1ccnc1C(O)c1cccc2ccccc12 (centres undefined)
7) CCn1nnc(C(=O)O)c1C(=O)O
2) COc1cc(/C=C/C(=O)O)ccc1OCc1cnc(Cl)s1
compound no.	3	7	2
BRCA1 expr act	-3%	1%	5%
RORg inh	?	8%	22%
TRPV1 ag	-6	1	-1
ELG1 genotox	-1%	0%	6%
Rab9 prom act	3%	2%	1%
Tb PFK inh	-6%	2%	2%
NPC1 prom act	-1%	-36%[inhibitor]	2%
Gal4-VP16 FLuc	-6%	-7%	-1%
ELG1 repair inh	1%	13%	15%
p53 reactivation	4%	16%	4%
FLuc counter	2%	-1%	-11%

Later entries:
33) COCCCNC(=O)Cn1cc(C(=O)C2CC2)c2ccccc21
34) c1coc(-c2nnc3sc(Cc4cccs4)nn23)c1
35) CC1CCc2c(sc3nc(CSc4nnnn4C)[nH]c(=O)c23)C1 (centres undefined)
36) OC1(c2ccc(Cl)cc2)CCN(Cc2nc(-c3cnccn3)no2)CC1
37) CCn1c(C)nc2cc(S(=O)(=O)C(F)(F)F)ccc21
38) CCc1c(C)[nH]c2ccc(C)cc2c1=O
39) O=c1cc[nH]c2c(Cl)cccc12
compound no.	33	34	35	36	37	38	39
BRCA1 expr act	6%	1%	0%	-21%	13%	75%	-26%
RORg inh	14%	33%	?	6%	?	?	4%
TRPV1 ag	-2	3	2	-6	5	1	-2
ELG1 genotox	0%	9%	7%	-3%	-1%	?	18%
Rab9 prom act	1%	1%	3%	12%	-2%	11%	0%
Tb PFK inh	7%	?	-1%	4%	-7%	-9%	-18%
NPC1 prom act	-3%	-3%	4%	-3%	-1%	5%	1%
Gal4-VP16 FLuc	1%	21%	17%	0%	?	?	?
ELG1 repair inh	5%	?	16%	-10%	-15%	20%	?
p53 reactivation	23%	2%	0%	-2%	5%	23%	7%
FLuc counter	-1%	-12%	?	2%	-2%	?	?

High-throughput results (PubChem BioAssay)

Not a hit list; any-hit rate near 15%.
